Source: PubChem
RGS4-Gao reg: human RGS4-Galphao interaction regulation; Multiplexed bead flow cytometry, RGS4-Galphao binding; actives lie on both sides; binding response (% of control), % at 10 µM; AID 1415; 0.33% of 220,000 active; P09471; in the data active = binding response below about 49% or above about 150%; inactive = in between;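 also: fluorescent Galphao activated with aluminum fluoride binding bead-coupled RGS4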
Target sequence (P09471 whole entry, looked up): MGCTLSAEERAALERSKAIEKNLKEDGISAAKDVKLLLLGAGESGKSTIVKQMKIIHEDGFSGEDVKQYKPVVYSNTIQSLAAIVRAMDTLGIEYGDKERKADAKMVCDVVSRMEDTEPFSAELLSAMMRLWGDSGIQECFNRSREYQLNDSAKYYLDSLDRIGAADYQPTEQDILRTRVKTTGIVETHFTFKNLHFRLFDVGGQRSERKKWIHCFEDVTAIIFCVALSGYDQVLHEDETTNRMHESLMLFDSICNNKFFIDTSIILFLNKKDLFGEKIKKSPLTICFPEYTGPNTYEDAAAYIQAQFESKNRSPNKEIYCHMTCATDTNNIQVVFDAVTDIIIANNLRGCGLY
Bcl-XL Bim block: inhibitors of Bim-Bcl-XL interaction, human. inhibition, % at 10 µM. Q07817. AID 1007. 0.04% of 190,000 active. Bim peptide-Bcl-XL binding, bead flow cytometry, fluorescence
Target sequence (Q07817 whole entry, looked up): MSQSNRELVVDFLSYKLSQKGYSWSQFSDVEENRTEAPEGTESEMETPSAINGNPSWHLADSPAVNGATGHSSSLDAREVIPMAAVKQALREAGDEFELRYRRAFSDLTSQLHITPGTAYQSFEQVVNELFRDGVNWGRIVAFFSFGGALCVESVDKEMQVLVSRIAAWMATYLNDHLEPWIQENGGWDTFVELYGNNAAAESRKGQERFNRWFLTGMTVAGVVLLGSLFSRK
Bim-Bcl-W: disrupts Bim peptide binding to human Bcl-W. inhibition, % at 10 µM. Q92843. bead-based flow cytometry. 0.02% of 190,000 active;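 also: 0% = bound tracer without compound and 100% = peptide blocker; higher means less fluorescent Bim peptide bound to Bcl-W beads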
RGS8-Gao: modulates binding of RGS8 to human Galphao; response (percent of control binding), % at 10 µM; multiplexed bead flow cytometry; actives lie on both sides; 0.34% of 220,000 active; in the data active = response below about 60% or above about 140%; inactive = in between;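 also: Galphao activated as the GDP aluminium fluoride complex binding bead-coupled RGS8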
ABCB1 block: inhibitors of human ABCB1 transporter, ABCG2 counter-screen; P08183; inhibition, % at 6.6 µM; CCRF-Adr cells, JC-1 efflux, flow cytometry; 0.067% of 190,000 active; in the data active = inhibition above about 40%;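 also: 0% = vehicle and 100% = reference inhibitor; higher value means more JC-1 retained so stronger ABCB1 efflux block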
RGS7-Gao: human RGS7-Galphao interaction regulation | P09471 | binding response (% of control), % at 10 µM | 0.35% of 220,000 active | Multiplexed bead flow cytometry, RGS7-Galphao binding; actives lie on both sides; in the data active = binding response below about 49% or above about 150%; inconclusive = no clear call, values can overlap the other calls; inactive = in between;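 also: fluorescent Galphao held in activated GDP-AlF4 state binding bead-coupled RGS7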
Bim-Bcl-2: disrupts Bim peptide binding to human Bcl-2 | Bead-based flow cytometry, Bim peptide-Bcl-2 binding | inhibition, % at 10 µM | P10415 | 0.06% of 190,000 active; in the data active = inhibition above about 40%; inconclusive = no clear call, values can overlap the other calls;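 also: 0% = no compound wells with probe peptide and 100% = reference peptide inhibitor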
Mcl-1 Bim block: inhibitors of Bim-Mcl-1 interaction, human; 0.1% of 190,000 active; Bead-based flow cytometry, Bim peptide-Mcl-1 binding; Q07820; AID 1009; inhibition, % at 10 µM;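 also: 0% = no compound tracer wells and 100% = peptide blocker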
Target sequence (Q07820 whole entry, looked up): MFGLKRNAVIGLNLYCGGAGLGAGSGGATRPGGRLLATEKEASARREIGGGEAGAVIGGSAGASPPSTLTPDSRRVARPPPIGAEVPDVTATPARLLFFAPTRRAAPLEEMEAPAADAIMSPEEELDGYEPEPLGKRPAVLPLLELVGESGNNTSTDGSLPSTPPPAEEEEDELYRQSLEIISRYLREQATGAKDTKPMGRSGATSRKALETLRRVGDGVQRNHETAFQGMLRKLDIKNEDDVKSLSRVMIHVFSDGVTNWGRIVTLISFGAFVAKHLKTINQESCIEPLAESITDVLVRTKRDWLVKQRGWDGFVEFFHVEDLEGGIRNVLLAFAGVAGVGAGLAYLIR
Bim-Bfl-1: inhibitors of Bim-Bfl-1 interaction, human | Bead-based flow cytometry, Bim-Bfl-1 binding inhibition | inhibition, % at 10 µM | 0.12% of 190,000 active | AID 1008;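 also: 0% = wells without compound plus tracer and 100% = blocker peptide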
ABCG2 inh: inhibitors of human ABCG2 transporter, ABCB1 counter-screen. IgMXP3 cells, JC-1 efflux, flow cytometry. AID 1325. inhibition, % at 6.6 µM. 0.1% of 190,000 active;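 active = inhibition above 80%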;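 also: 0% = DMSO and 100% = nicardipine control wells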
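material = IgMXP3 (ABCG2) plus far-red-tagged CCRF-Adr (ABCB1) cells | amount = 3 million cells/mL, equal mix of both lines | also added = JC-1 transporter substrate | dosing = one concentration, 6.6 µM final | schedule = 10 min at 25 °C | measured by = flow cytometric JC-1 green MFI at 530 nm | read-out basis = percent efflux inhibition, scaled nicardipine 100% to DMSO 0%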
Bcl-B Bim block: human Bim-Bcl-B interaction inhibition; Q9HD36; bead-based flow cytometry, Bim peptide-Bcl-B binding; inhibition, % at 10 µM; 0.073% of 190,000 active; AID 951;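 also: 0% = tracer peptide without compound and 100% = reference inhibitor peptide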
Starred values were filed as active, the others as inactive; u = inconclusive; x = no result given. Rule as the data show it, unless noted: active = inhibition above about 40%.

SMILES | RGS4-Gao reg | Bcl-XL Bim block | Bim-Bcl-W | RGS8-Gao | ABCB1 block | RGS7-Gao | Bim-Bcl-2 | Mcl-1 Bim block | Bim-Bfl-1 | ABCG2 inh | Bcl-B Bim block
COc1cccc(CN(CC(=O)NC2CCCC2)C(=O)CCC(=O)Nc2cc(C)on2)c1 | 103 | 0 | 0 | 101 | 0.0 | 95 | -24 | -119 | -14 | 2 | -35
CC1(C)CC(=O)c2cc(OCC(=O)O)ccc2O1 | 97 | 0 | 1 | 82 | 0.2 | 93 | -1 | 0 | -1 | 1 | -1
Nc1cc2c([N+](=O)[O-])cccc2o1 | 99 | 0 | 2 | 99 | 0.5 | 95 | -10 | 3 | -3 | 2 | -4
COc1ccc(CCNC(=O)C2CCN(S(=O)(=O)c3ccc(Cl)cc3)CC2)cc1OC | 98 | -9 | -5 | 102 | 0.4 | 100 | -1 | -8 | -2 | 5 | -7
COc1ccc(OC)c(-c2csc(N(Cc3ccco3)C(=O)c3cccs3)n2)c1 | 69 | x | x | 84 | 1.4 | 77 | u | x | x | 3 | x
CC(C)CC(NC(=O)C(COCc1ccccc1)NC(=O)OC(C)(C)C)C(=O)NN (stereo not drawn) | 99 | 1 | 2 | 99 | 0.2 | 108 | 3 | 4 | -5 | 3 | -3
CCc1nnc(NS(=O)(=O)c2ccc(NS(=O)(=O)c3ccc(NC(C)=O)cc3)cc2)s1 | 96 | -3 | -1 | 98 | 0.7 | 98 | -1 | -2 | -1 | 2 | -2
COc1ccc(OCC(=O)NNC(=O)c2cc3ccccc3o2)cc1 | 106 | -2 | -1 | 105 | 0.4 | 106 | 1 | -1 | 0 | 3 | -3
O=C(CN1CCOCC1)N/N=C/c1ccccc1 | 100 | -2 | -1 | 103 | 0.1 | u | 3 | 1 | -2 | 3 | 0
CCOC(=O)C1CCN(c2c(NCc3ccc(C(=O)NC4CCCC4)cc3)c(=O)c2=O)CC1 | 87 | -3 | 0 | 101 | 0.1 | 85 | -7 | -1 | -11 | 0 | -8
CCc1ccccc1NC(=O)COc1ccc2c(c1)OCO2 | 101 | -3 | -2 | 99 | -0.1 | 102 | -2 | 0 | 2 | 1 | -8
COc1ccc(-c2cn(-c3ccc(C)cc3C)c(=O)[nH]2)cc1OC | 107 | -1 | -2 | 111 | 1.7 | 108 | -2 | 0 | -10 | 13 | -7
CCOc1ccc(-c2nnc(-c3cccnc3)o2)cc1OCC | 102 | -10 | -1 | 101 | -1.0 | 101 | -4 | -7 | -7 | 13 | -10
CC(=O)c1ccc(NC(=O)Nc2ncn(Cc3cccc(C)c3)n2)cc1 | 93 | -8 | -4 | 96 | 1.4 | 94 | -5 | -4 | -7 | 8 | -8
CC1CCCCN1CCNC(=O)C1CC(=O)N(c2ccc(F)c(Cl)c2)C1 (stereo not drawn) | 105 | 0 | -5 | 101 | 0.1 | 94 | -6 | -3 | -8 | 0 | -9
CC1CCC(NC(=O)c2ccc(N3CCCC3=O)cc2)CC1 (stereo not drawn) | 102 | -8 | -1 | 101 | 1.0 | 101 | -11 | -2 | -21 | 16 | -9
OCCC1CN(Cc2cnc(-c3ccc(Cl)cc3)nc2)CCN1C1CCCCC1 (stereo not drawn) | 106 | -3 | -3 | 103 | 0.3 | 105 | -3 | -2 | -4 | 1 | -3
COC(=O)c1c(NC(=O)CCCC(=O)O)sc(C)c1C | 96 | -5 | 4 | 98 | 0.6 | 94 | -3 | -2 | -7 | 2 | -3
COC(=O)C1C(c2ccc(Cl)cc2)NC(c2ccc(Cl)cc2)C(C(=O)OC)S1(=O)=O (stereo not drawn) | 95 | -1 | -1 | 96 | 0.8 | 88 | -8 | 1 | -10 | 3 | -9
CCCCc1c(C)c2ccc(OC)c(/C(C)=N\O)c2oc1=O | 98 | 0 | 0 | 99 | -5.0 | 99 | 4 | 2 | -2 | -5 | 2
CC1COc2ccccc2N1C(=O)c1cccnc1Cl (stereo not drawn) | 100 | 1 | -1 | 101 | 0.7 | 104 | -1 | -2 | -1 | 7 | 0
Cc1cc(NC(=O)c2ccc(Cl)cc2)n(CCOC(=O)c2ccc(Cl)cc2)n1 | 101 | -8 | -1 | 103 | 0.0 | 100 | -7 | -4 | -10 | 0 | -9
COc1ccccc1NC(=O)CN1CCSc2ccccc21 | 99 | 0 | -5 | 100 | 1.6 | 98 | -2 | 0 | -7 | 24 | -3
Fc1cccc(Nc2nc(-c3ccncc3)nc3ccccc23)c1 | 100 | -8 | -4 | 101 | 0.6 | 101 | 0 | 47* | -7 | 3 | -8
CC(NC(=O)COc1ccc(Br)cc1)C(=O)O (stereo not drawn) | 100 | -7 | 0 | 99 | 0.4 | 102 | -11 | -4 | -12 | 1 | -8
Continuation.
SMILES | RGS4-Gao reg | Bcl-XL Bim block | Bim-Bcl-W | RGS8-Gao | ABCB1 block | RGS7-Gao | Bim-Bcl-2 | Mcl-1 Bim block | Bim-Bfl-1 | ABCG2 inh | Bcl-B Bim block
COc1ccc(-n2c(Cn3c(=O)sc4ccccc43)nnc2SCC(=O)N2CCOCC2)cc1 | 91 | 10 | 4 | 90 | 0.1 | 90 | 1 | 5 | 7 | -2 | -3
CCSc1ccc(-c2ccc(C)cc2)nn1 | 101 | -1 | 0 | 102 | -0.4 | 97 | -4 | 0 | -3 | 13 | 0
O=C1CCCCCC1C1(O)C(=O)Nc2ccccc21 (stereo not drawn) | 91 | -2 | -1 | 100 | 1.1 | 100 | -13 | 0 | -13 | 3 | -11
Nc1c2c(=O)oc(-c3ccccc3)cc2nn1-c1ccccc1 | 99 | 1 | 2 | 99 | 0.7 | 104 | -2 | 1 | -7 | 2 | -4
CCC(=O)NNc1nc2c(C)c(C)ccc2s1 | 98 | -1 | 0 | 100 | 0.3 | 97 | -4 | -1 | -3 | 1 | -7
CCOc1cc(CNc2ccc3cn[nH]c3c2)ccc1OC | 96 | -2 | 1 | 92 | 1.3 | 98 | -8 | -1 | -8 | 4 | -4
O=C(NCc1ccccc1)c1ccc(-c2ccccc2F)o1 | 102 | 2 | 3 | 101 | 0.2 | 100 | -7 | 0 | -10 | 21 | -7
Cn1cnnc1SCC(=O)c1ccc2c(c1)CCCC2 | 102 | 0 | -2 | 100 | 0.8 | 103 | 3 | 1 | 0 | 4 | 0
O=C(O/N=C1\CCS(=O)(=O)c2sccc21)C1CC1 | 100 | -2 | -2 | 102 | -0.2 | 99 | 0 | 0 | -5 | 0 | -2
O=C(CNC(=S)N(CCCN1CCOCC1)Cc1cccs1)N1CCCC1 | 106 | -2 | 0 | 103 | 2.4 | u | 0 | -4 | -6 | 6 | -3
CCC(C)(C)NC(=O)C(c1ccncc1)N(C(=O)Cn1nnc2ccccc21)c1cc2c(cc1C(C)=O)OCO2 (stereo not drawn) | 99 | -4 | 1 | 102 | 0.1 | 101 | 2 | 0 | -7 | 2 | -2
Cc1csc(SCC(=O)N2CCCC2)n1 | 100 | 0 | 0 | 102 | 0.9 | 102 | 10 | -2 | 4 | 5 | 11
C/C(N)=C(/C#N)C(=O)COC(=O)c1cc2c(s1)CCCC2 | 101 | -4 | -1 | 101 | 0.5 | 104 | -2 | -3 | -7 | 3 | -2
CC(C)=CCN1CCN(Cc2cccc3c2OCO3)CC1CCO (stereo not drawn) | 105 | -4 | 0 | 103 | 0.8 | 110 | -3 | -4 | -3 | 5 | -9
Cc1ccc(CNC(=O)C2CCN(S(=O)(=O)N3CCCCC3)CC2)cc1 | 101 | -1 | -2 | 96 | 0.9 | 104 | 3 | 2 | 3 | 1 | 1
CCOC(=O)c1c(-c2ccc(C)s2)csc1NC(=O)c1cccs1 | 97 | -2 | -4 | 98 | 0.2 | 100 | -5 | -2 | 0 | 4 | -5
COc1ccc(-c2nnc(NC(=O)c3cc(C)on3)s2)cc1 | 102 | -7 | -3 | 102 | -1.0 | 103 | -7 | -7 | -18 | -6 | -15
COCCNC(=O)Nc1ccc2nc(-c3ccco3)c(-c3ccco3)nc2c1 | 88 | 13 | 29 | 72 | -0.2 | 64 | 28 | 18 | 48* | 0 | -5
CCOc1ccc(NC(=O)c2nnn(CC(=O)Nc3ccccc3OC)c2N)cc1 | 97 | 0 | 0 | 90 | 0.4 | 90 | -4 | -1 | -1 | 2 | -1
O=c1cc(-c2ccccc2)nc2nc(COc3ccccc3)[nH]n12 | 101 | -12 | -1 | 103 | 0.2 | 103 | -12 | -5 | -12 | 7 | -29
Cc1nn(-c2ccccc2C(=O)O)c(=O)c2ccccc12 | 99 | -5 | -3 | 102 | -0.3 | 101 | -13 | -4 | -14 | -2 | -11
COC(=O)c1c(-c2cccc(C)c2)csc1NC(=O)C1CCCO1 (stereo not drawn) | 90 | -6 | -6 | 93 | 0.5 | u | -4 | -2 | -7 | 21 | -11
O=C(O)c1ccc(C2CCCCC2)cn1 | 96 | -4 | 2 | 98 | -0.1 | 93 | -6 | 0 | -7 | 0 | -1
Cc1ccc(NC(=O)CN2CCC3(O)CCCCC3C2c2ccc3c(c2)OCO3)c(C)c1 (stereo not drawn) | 95 | -7 | 1 | 100 | 1.4 | 95 | -12 | -3 | -14 | 6 | -9
COC(=O)CSc1nc(-c2ccccc2)cc(-c2ccco2)c1C#N | 104 | 0 | -1 | 104 | 0.1 | 99 | -6 | 0 | 2 | 0 | -2

An excerpt from above with just Mcl-1 Bim block, Bcl-B Bim block and RGS4-Gao reg:
Structure | Mcl-1 Bim block | Bcl-B Bim block | RGS4-Gao reg
O=C(CNC(=S)N(CCCN1CCOCC1)Cc1cccs1)N1CCCC1 | -4 | -3 | 106
CCC(C)(C)NC(=O)C(c1ccncc1)N(C(=O)Cn1nnc2ccccc21)c1cc2c(cc1C(C)=O)OCO2 (stereo not drawn) | 0 | -2 | 99

(list continues)
SMILES | RGS4-Gao reg | Bcl-XL Bim block | Bim-Bcl-W | RGS8-Gao | ABCB1 block | RGS7-Gao | Bim-Bcl-2 | Mcl-1 Bim block | Bim-Bfl-1 | ABCG2 inh | Bcl-B Bim block
Cc1cc(C(=O)OCC(=O)c2ccc(Br)s2)no1 | 97 | 0 | 3 | 98 | 0.4 | 98 | -5 | -3 | -2 | 2 | -1
O=S(=O)(c1ccccc1)N1CCN(c2ccnc3cc(Cl)ccc23)CC1 | 97 | -4 | 0 | 97 | 7.7 | u | -3 | -2 | -4 | 7 | -9
CC(=O)c1ccc(NC(=S)N2CCC(O)CC2)cc1 | 94 | 0 | 0 | 97 | -0.9 | 99 | -4 | 9 | -3 | -5 | -5
CCOC(=O)c1c(C)n(-c2ccccc2)c2ccc(O)c(CN(C)C)c12 | 117 | -3 | -8 | 115 | 0.3 | 115 | -1 | -5 | 3 | 0 | 0
COCCNC(=O)CSc1nc(N)c(NC(=O)c2ccccc2F)c(=O)[nH]1 | 95 | -4 | -3 | 82 | 0.2 | 95 | -4 | -3 | -1 | -2 | -7
O=C(CCC1CCCCC1)NCc1cccs1 | 102 | 0 | 3 | 106 | 0.1 | 108 | -4 | 2 | -12 | 1 | -5
CCCc1cc(=O)[nH]c(N/N=C/C=C\c2ccccc2)n1 | 102 | 3 | -1 | 102 | 1.7 | 97 | -5 | 1 | -3 | 14 | -3
